TNAP Pi inh: human TNAP enzyme inhibitors, primary screen, biochemical, colorimetric, phosphate release readout; 21,000 tested, under 10 active; Alkaline phosphatase, tissue-nonspecific isozyme (Homo sapiens), P05186; inhibition, % at 20 µM; purified TNAP, pNPP, malachite green phosphate absorbance; AID 614, 2007
Target sequence (P05186 whole entry, looked up): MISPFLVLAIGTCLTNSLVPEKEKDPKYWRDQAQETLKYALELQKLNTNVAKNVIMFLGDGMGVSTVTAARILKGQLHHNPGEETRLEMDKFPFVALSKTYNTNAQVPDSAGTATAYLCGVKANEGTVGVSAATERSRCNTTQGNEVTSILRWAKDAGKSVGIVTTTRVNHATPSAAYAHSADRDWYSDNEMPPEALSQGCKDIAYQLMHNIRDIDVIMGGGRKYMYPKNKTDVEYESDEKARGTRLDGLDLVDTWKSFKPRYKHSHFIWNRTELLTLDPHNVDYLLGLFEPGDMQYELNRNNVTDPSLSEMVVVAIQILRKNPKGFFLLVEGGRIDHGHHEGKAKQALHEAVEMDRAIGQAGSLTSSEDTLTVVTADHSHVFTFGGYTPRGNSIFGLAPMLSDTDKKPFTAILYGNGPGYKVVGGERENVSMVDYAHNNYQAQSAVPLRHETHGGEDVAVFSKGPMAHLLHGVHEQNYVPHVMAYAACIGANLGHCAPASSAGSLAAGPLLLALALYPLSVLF
TNAP inh pNP: human TNAP enzyme inhibitors, primary screen, biochemical, colorimetric, p-nitrophenol readout; inhibition, % at 20 µM; AID 615, 2007; 21,000 tested, under 10 active; Alkaline phosphatase, tissue-nonspecific isozyme (Homo sapiens), P05186; purified TNAP, pNPP hydrolysis, absorbance 405 nm;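 also: 0% = DMSO only wells and 100% = 1 mM levamisole wells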
The depositor's hits bear a star.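 The calls were made as follows: active = inhibition above 50% at the 20 µM single-dose screen; inactive = the rest.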 Some of the compounds tested; rates above refer to the full screens.

Sequence of screens – TNAP Pi inh	TNAP inh pNP
CCOC(=O)c1[nH]c2ccc(OC)cc2c1NC(=O)CN1CCC2(CC1)OCCO2
 : 4	0
Cc1ccnc(NC(=O)COC(=O)C2COc3ccccc3O2)n1 (stereo not given)
 : 17	6
O=C(NCc1ccccc1)c1ccc(=O)[nH]n1
 : -12	-15
O=C1CC(SC(=NCc2ccc3c(c2)OCO3)Nc2ccccc2)C(=O)N1 (stereo not given)
 : -4	0
CCOC(=O)n1c(=O)oc2cc(S(=O)(=O)N3CCOCC3)ccc21
 : 15	10
Cn1nnc2c(sc3nc(N4CCOCC4)c4c(c32)CCCC4)c1=O
 : -2	1
COC(=O)c1[nH]c2ccc(C)cc2c1NS(=O)(=O)c1ccc(F)c(C)c1
 : 7	4
CC(=O)Nc1nc(-c2ccc(Br)s2)cs1
 : 0	-7
Cc1cc(NC(=O)CSc2nnnn2C2CCCC2)no1
 : 11	6
CCn1cnc2c1c(=O)n(Cc1nnc3n1-c1ccccc1SC3)c(=O)n2Cc1ccccc1
 : 16	3
O=C(O)CC(NC(=O)COc1ccc(Cl)cc1Cl)C(=O)O (stereo not given)
 : 9	4
C=CCSc1nc2c(c(=O)[nH]c(=O)n2C)n1C/C=C(/C)Cl
 : 9	5
CCNc1nnc(-c2ccccc2OC)s1
 : 5	6
CCOC(=O)COn1c(=O)c[n+]([O-])c2ccccc21
 : -8	4
NC(=O)CSc1nc(N)c2c3c(sc2n1)CCCCC3
 : 0	0
O=C1C(Cl)=C(NCC2CCCO2)C(=O)N1C1CCCCC1 (stereo not given)
 : 10	2
O=c1cc(CN2CCOCC2)c2c(ccc3ccccc32)o1
 : 7	2
CC1Cc2ccccc2N1C(=O)C1CCN(S(=O)(=O)c2cccs2)CC1 (stereo not given)
 : -3	3
CCn1nc(C)c(NC(=O)CCCSc2nc(-c3ccco3)cc(C(F)(F)F)n2)c1C
 : 2	2
COc1ccc2c(c1)c1ncnc(N3CCN(Cc4ccc5c(c4)OCO5)CC3)c1n2C
 : 12	7
Cc1cccc(OCC(=O)N2CCC(N3CCCCCC3)CC2)c1
 : 4	1
NC(=O)C1(N2CCCCC2)CCN(CC(=O)Nc2ccccc2-c2ccccc2)CC1
 : 6	0
CC(C)(C)NCC(=O)c1c[nH]c2ccccc12
 : 8	3
Cc1cc(C)n(-c2ncnc3c2oc2ccccc23)n1
 : 5	5
COCCNC(=O)c1cc(Br)ccc1Cl
 : 0	-3
Cc1occc1-c1nnc(SCc2nc3ccccc3c(=O)n2CC#N)n1C
 : 17	5
CC(C)Cn1c(-c2cccs2)nc2nc3ccccc3nc21
 : 8	-3
Cc1ccc2c(COC(=O)c3n[nH]c4ccccc34)cc(=O)oc2c1
 : 13	6
COc1cccc(Oc2c(C)oc3c(CN4CCOCC4)c(O)ccc3c2=O)c1
 : 9	0
O=C(Cc1c(F)c(F)c(F)c(F)c1F)OC12CC3CC(C1)C(=O)C(C3)C2
 : 6	1
Cn1ncc2c(Nc3ccccc3Br)ncnc21
 : 0	0
CCOC(=O)c1cnn(-c2nc(SC)nc3sc4c(c23)CCC4)c1N
 : 0	0
CC(=O)C1=C(O)C(=O)N(CO)C1c1ccccc1F (stereo not given)
 : 12	6
CN(C)S(=O)(=O)N1CCN(CC(=O)Nc2cc(Cl)ccc2Cl)CC1
 : 10	4
O=C(NCCCn1ccnc1)c1ccncc1
 : 6	5
Cc1cc(C)c(S(=O)(=O)Nc2nnc(C)s2)c(C)c1
 : 8	4
CCC1C(O)=C(c2ccccn2)C(=N)N1c1ccccc1 (stereo not given)
 : 16	1
CC(C)C(NC(=O)c1cccc(S(=O)(=O)N2CCOCC2)c1)C(=O)NCCc1ccccn1 (stereo not given)
 : 8	4
COc1ccc(CC(=O)Nc2cccc(-c3nnc(-c4cccc(C)c4)o3)c2)cc1OC
 : 16	-3
COc1cc(C2CC(C(F)(F)F)n3ncc(C(=O)O)c3N2)cc(OC)c1OC (stereo not given)
 : 11	4
COc1ccc(OC)c(NC(=O)CSc2nnc(CCCO)n2-c2ccccc2)c1
 : 22	6
COc1ccc(C(=O)Cn2c(Br)nc3c2c(=O)n(C)c(=O)n3C)cc1OC
 : 2	2
Nc1nsnc1C(=O)NCCO
 : 8	4
O=C(Nc1ccn(-c2ccccc2)n1)c1ccc(S(=O)(=O)N2CCCCCC2)cc1
 : 12	1
Nc1ccccc1-c1nc2ccccc2[nH]1
 : -13	5
COc1ccc(S(=O)(=O)N2CCN(C(=O)NCc3ccccc3)CC2)cc1
 : -2	7
Cc1cc(N/C=C/C(=O)c2cccc3ccccc23)no1
 : -1	-2
CN1C2C=C3C(C#N)=C(N)C(C#N)(C#N)[C@@H](c4ccsc4)[C@@H]3C1CC2 (stereo not given in full)
 : 0	0
COc1ccc2cc(C)c(SCC(=O)Nc3cc(C)on3)nc2c1
 : 8	3
COc1ccc(NC(=O)C2CCC(=O)N2S(=O)(=O)c2ccc(C)cc2)c(OC)c1 (stereo not given)
 : 8	7
CNc1oc(-c2ccco2)nc1C#N
 : 10	4
Cc1nc(NC(CC(C)C)C(=O)O)c2nc(C)oc2n1 (stereo not given)
 : -15	1
O=C(O)c1ccc(COc2ccccc2Cl)cc1
 : 7	4
C=C(C)Cn1c(SCC#N)nc2ccccc2c1=O
 : 0	0
N#CC1=C(N)N(c2ccccc2)C(c2ccccc2)C1(C#N)C#N (stereo not given)
 : 0	0
CCOC(=O)c1cnn(-c2ccccn2)c1N
 : -3	0
C=CCn1c(N)c(C(=O)OCCC)c2nc3ccccc3nc21
 : 5	5
CC1(C)C(=O)OC(C(=O)c2ccccc2)C(C)(C)C1=O (stereo not given)
 : 6	2
[O-][N+]12CCN(CC1)c1ccccc12
 : 8	3
CCOC(=O)C1Cc2c([nH]c3ccccc23)CN1 (stereo not given)
 : 11	7

Continued:
Sequence of screens – TNAP Pi inh	TNAP inh pNP
CN(C)S(=O)(=O)N1CCN(C(=O)N2CCCCC2)CC1
 : 7	4
Cc1ccc(S(=O)(=O)NC2(C(F)(F)F)NC(=O)N(C)C2=O)cc1 (stereo not given)
 : 9	8
CCN(CC)CCCN1C(=O)C(O)=C(C(=O)c2ccc(C)o2)C1c1cccs1 (stereo not given)
 : 7	-2
Cc1ccc(C(=O)NCc2occc2C(=O)O)o1
 : -5	5
O=C(CSc1nnnn1C1CCCCC1)NCc1ccco1
 : -2	-11
COc1ccc(N(Cc2ccco2)C(=O)c2ccccc2F)cc1OC
 : 4	-1
COc1ccc(S(=O)(=O)N2CCN(Cc3ccccc3)CC2)cc1
 : 7	1
O=C(O)c1ccc(N2CCCC2=O)cc1
 : 20	5
CC(OC(=O)CCc1nc2ccccc2c(=O)[nH]1)C(=O)NCc1ccc2c(c1)OCO2 (stereo not given)
 : 12	5
CCOC(=O)Cc1csc(NC(=O)CSc2nnc(-c3ccc(C)cc3)o2)n1
 : 9	5
COC(=O)C1=CN(C2CC2)C=C(C(=O)OC)C1c1ccccc1OC
 : 8	2
Cc1ccc(NC(=O)N(CCCN2CCOCC2)Cc2cc3cc4c(cc3[nH]c2=O)OCO4)cc1
 : 0	0
CCCC(CCC(=O)OC)(C(=O)OCC)c1csc(N)n1 (stereo not given)
 : 2	3
COc1cc(Cn2ccnc2)c(OC)cc1Cn1ccnc1
 : 10	4
COCCn1c(Cc2ccccc2)nnc1SCC(=O)NC(C)(C)C
 : -7	5
O=C(O)CN1CCOCCOCCN(CC(=O)O)CCOCCOCC1
 : -47	-7
O=C(c1csc(Nc2ccccc2Cl)n1)N1CCCC1
 : 14	5
CCOC(=O)C1=C(C)NC2=C(C(=O)CCC2)C1c1cccnc1 (stereo not given)
 : 2	2
O=C(c1ccc(S(=O)(=O)N2CCOCC2)cc1)N1CCN(c2ccc(F)cc2)CC1
 : 4	-1
COc1ccccc1NC(=O)CSc1nnc(Cc2ccccc2)o1
 : 6	1
CCCn1c(=O)c(C(=O)Nc2cnccn2)c(O)c2ccccc21
 : -7	0
CN(C)c1ccc(C=NCC2(O)CCOC(C)(C)C2)cc1 (stereo not given)
 : 4	0
CC(C)N1C(=O)C2C(C(=O)NC3CCCCC3)C3C=CC2(O3)C1C(=O)NC1CCCCC1 (stereo not given)
 : 4	1
C=CCOc1nc2c(c(=O)n(C)c(=O)n2C)n1Cc1ccccc1Cl
 : 10	6
CN1C(=O)c2ccc(NC(=O)C3CCCCC3)cc2C1=O
 : 18	5
CCOC(=O)c1c(NC(=O)CNCC(O)CO)sc(C)c1C (stereo not given)
 : -17	5
COc1ccc(N2CCN(C(=O)Cn3nnc(-c4ccc(OC)c(OC)c4)n3)CC2)cc1
 : 13	5
C=CCNS(=O)(=O)c1sccc1/C=N/O
 : 6	1
COc1cc(NC(=O)CCc2ccccc2)c(C(=O)O)cc1OC
 : -7	-6
COCc1cc(=O)n2c([nH]c3ccccc32)c1C#N
 : -1	-1
O=C1C2C3C=CC(O3)C2C(=O)N1CC(O)c1ccccc1 (stereo not given)
 : 4	-1
CSc1ccccc1-n1nnnc1SCC(=O)NCc1cccs1
 : 8	4
O=S(=O)(c1ccccc1)N1C2CCC1CC(O)(c1cccnc1)C2 (stereo not given)
 : 9	-2
CCOc1ccc(Nc2oc(-c3cccs3)nc2C#N)cc1
 : 5	0
O=C(NCCN1CCOCC1)c1ccc(=O)oc1
 : 2	5
COc1ccc2cc(C(c3nnnn3CC3CCCO3)N3CCOCC3)c(=O)[nH]c2c1 (stereo not given)
 : 12	8
C=CCc1cccc2cc(C(=O)N3CCN(C(=O)c4ccco4)CC3)c(=O)oc12
 : 0	0
CCOC(=O)c1cc(=O)n2[nH]c(-c3ccc(C)cc3)cc2n1
 : 14	3
COc1ccccc1C1/C(=C(/O)c2ccc(OC(C)C)cc2)C(=O)C(=O)N1c1cc(C)on1 (stereo not given)
 : 7	2
O=C1CCCc2nc(N3CCc4ccccc43)ncc21
 : 10	2
COCCn1nnnc1CN1CCN2CCCC2C1 (stereo not given)
 : 15	6
CCC(NC(=O)Nc1nnc(C(F)(F)F)s1)(C(F)(F)F)C(F)(F)F
 : 7	5
COc1cccc(C(=O)N2CCN(C(=O)c3cccs3)CC2)c1OC
 : 7	4
Cc1ccc(NC(=O)c2ccc(OC(=O)c3ccco3)cc2)cc1
 : 1	-2
CC(=O)Oc1c(Cl)c(N2CCOCC2)c(OC(C)=O)c2ccccc12
 : -13	-3
Cc1nc(=O)c(-c2ccccc2)c(C)n1Cc1ccccc1
 : 22	6
O=C1[C@@H]2C(Cc3ccc(O)cc3)NC3(C(=O)Nc4ccc(F)cc43)[C@@H]2C(=O)N1c1ccccc1 (stereo not given in full)
 : 11	4
O=C(CSc1nn(-c2ccccc2)c(=S)s1)Nn1cnnc1
 : 15	1
NC(=O)C[C@@H]1N[C@]2(C(=O)Nc3ccccc32)[C@@H]2C(=O)N(C3CCCCC3)C(=O)[C@H]12
 : 3	-2
N#CC1=C2SCC(O)(c3ccccc3)N2C(=O)CC1c1ccccc1 (stereo not given)
 : 12	1
CCC(C(=O)Nc1ncn[nH]1)(C(F)(F)F)C(F)(F)F
 : 0	0
CCOc1ccc(-n2nnnc2SCC(=O)c2ccccc2)cc1
 : 10	-1
COc1ccccc1OCC(=O)Nc1cccc(C(=O)N2CCOCC2)c1
 : 0	0
CCOc1ccc2[nH]c(=O)c(CN(CCO)C(=O)CC)cc2c1
 : 5	3
CC(C)(C)C(=O)COC(=O)c1cccc(NC(=O)c2ccco2)c1
 : 7	4
COc1ccc(NC(=O)c2ccc3c(c2)OCO3)cc1Cl
 : 6	4
CC(NC(=O)COC(=O)CCNC(=O)c1ccco1)C12CC3CC(CC(C3)C1)C2 (stereo not given)
 : -23	-6
O=C(O)CCn1ccnc1-c1ccccc1
 : 16	2
CCOc1ccc(CN2CCC(C(=O)N3CCN(c4ccccc4F)CC3)CC2)cc1OC
 : 13	3
CCOC(=O)c1c(NC(=O)CN2CCOCC2)sc2c1CC(C)(C)OC2
 : 6	3
Cc1nc2nc(CSc3nc4ccccc4s3)cc(=O)n2[nH]1
 : 4	1

Arranged by number of heavy atoms (highest first): 19 of the compounds above.
Sequence of screens – TNAP Pi inh	TNAP inh pNP
CC(C)C(NC(=O)c1cccc(S(=O)(=O)N2CCOCC2)c1)C(=O)NCCc1ccccn1 (stereo not given)
 : 8	4
COc1ccc(CC(=O)Nc2cccc(-c3nnc(-c4cccc(C)c4)o3)c2)cc1OC
 : 16	-3
NC(=O)C1(N2CCCCC2)CCN(CC(=O)Nc2ccccc2-c2ccccc2)CC1
 : 6	0
O=C(c1ccc(S(=O)(=O)N2CCOCC2)cc1)N1CCN(c2ccc(F)cc2)CC1
 : 4	-1
COc1ccc(NC(=O)C2CCC(=O)N2S(=O)(=O)c2ccc(C)cc2)c(OC)c1 (stereo not given)
 : 8	7
CCN(CC)CCCN1C(=O)C(O)=C(C(=O)c2ccc(C)o2)C1c1cccs1 (stereo not given)
 : 7	-2
O=C1CC(SC(=NCc2ccc3c(c2)OCO3)Nc2ccccc2)C(=O)N1 (stereo not given)
 : -4	0
O=C(O)CN1CCOCCOCCN(CC(=O)O)CCOCCOCC1
 : -47	-7
C=CCOc1nc2c(c(=O)n(C)c(=O)n2C)n1Cc1ccccc1Cl
 : 10	6
CSc1ccccc1-n1nnnc1SCC(=O)NCc1cccs1
 : 8	4
CCOc1ccc2[nH]c(=O)c(CN(CCO)C(=O)CC)cc2c1
 : 5	3
O=C(CSc1nnnn1C1CCCCC1)NCc1ccco1
 : -2	-11
Cc1cc(N/C=C/C(=O)c2cccc3ccccc23)no1
 : -1	-2
O=C1CCCc2nc(N3CCc4ccccc43)ncc21
 : 10	2
COCc1cc(=O)n2c([nH]c3ccccc32)c1C#N
 : -1	-1
CCOC(=O)C1Cc2c([nH]c3ccccc23)CN1 (stereo not given)
 : 11	7
CCOC(=O)c1cnn(-c2ccccn2)c1N
 : -3	0
C=CCNS(=O)(=O)c1sccc1/C=N/O
 : 6	1
[O-][N+]12CCN(CC1)c1ccccc12
 : 8	3

Screening data as filed in PubChem BioAssay.
